From PubChem
TEAD-YAP block – TEAD-YAP interaction inhibition. HEK-TIYL cells, TEAD-Gal4/YAP UAS-luciferase luminescence. 1.4% of 640,000 active. inhibition, % at 9.12 µM. AID 1259422; in the data active = inhibition above about 32%;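 note: 0% = median of test compound wells and 100% = reference inhibitor wells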
FBW7 act – human FBW7 E3 ligase activation, primary screen; Q969H0; AlphaScreen FBW7–phospho-cyclin E peptide binding, activator screen; normalized activity (activation), % at 26.1 µM; 0.13% of 650,000 active; AID 1259310; in the data active = normalized activity above about 1.9%;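 note: purified mutant Fbw7 with reduced substrate affinity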
Target sequence (Q969H0 whole entry, looked up): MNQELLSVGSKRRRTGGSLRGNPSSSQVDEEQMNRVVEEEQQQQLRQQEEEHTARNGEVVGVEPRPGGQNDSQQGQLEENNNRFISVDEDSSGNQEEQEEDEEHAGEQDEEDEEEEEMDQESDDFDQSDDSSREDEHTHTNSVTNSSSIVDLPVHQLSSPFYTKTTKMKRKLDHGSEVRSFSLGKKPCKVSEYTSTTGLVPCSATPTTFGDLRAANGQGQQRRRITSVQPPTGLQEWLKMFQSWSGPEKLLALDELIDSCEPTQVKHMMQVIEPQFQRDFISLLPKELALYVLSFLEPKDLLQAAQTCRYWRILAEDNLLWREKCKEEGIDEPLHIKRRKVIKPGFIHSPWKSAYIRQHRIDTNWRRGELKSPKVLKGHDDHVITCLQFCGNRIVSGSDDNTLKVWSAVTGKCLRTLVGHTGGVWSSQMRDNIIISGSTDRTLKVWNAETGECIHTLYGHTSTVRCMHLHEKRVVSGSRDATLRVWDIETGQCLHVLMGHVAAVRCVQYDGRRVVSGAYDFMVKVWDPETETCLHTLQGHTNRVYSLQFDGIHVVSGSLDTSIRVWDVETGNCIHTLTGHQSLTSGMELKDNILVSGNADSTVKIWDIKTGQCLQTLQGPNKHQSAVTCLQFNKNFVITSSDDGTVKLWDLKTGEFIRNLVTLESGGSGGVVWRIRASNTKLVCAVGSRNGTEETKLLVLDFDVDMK
GPR151 ag – activates the human receptor GPR151; 1% of 650,000 active; PathHunter beta-arrestin GPR151 cells, luminescence; Q8TDV0; activation, % at 11.2 µM; in the data active = activation above about 4.9%;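 note: 0% = median of compound wells and 100% = cells with positive control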
MITF primary – inhibitors of human MITF; 0.91% of 650,000 active; inhibition, % at 2.6 µM; O75030; AlphaScreen MITF homodimerization, bead proximity signal; in the data active = inhibition above about 50%;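 note: 0% = vehicle wells with protein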
The depositor's hits bear a star; & = joins results of further samples.

molecule	TEAD-YAP block	FBW7 act	GPR151 ag	MITF primary
CC1=C(C(=O)OC(C)C)C(c2c(O)ccc3ccccc23)NC(=O)N1C (configuration not stated)	5	0.0	1.9	0
CCCC1=C(C(=O)OCC)C(c2ccc3c(c2)OCO3)NC(=O)N1C (configuration not stated)	10	0.0	0.0	-1
COc1cc(CO)ccc1OCC(=O)Nc1ccc(Cl)c(Cl)c1	-53	0.2	0.5	8
O=c1c2ccccc2nc2c3ccccc3c(NCc3cccnc3)nn12	9	0.3	-0.6	11
Cc1cccc(NC(=O)c2sc3nc(-c4cccs4)ccc3c2N)c1	-3	0.2	-0.9	7
CN(C)c1ccc(/C=C(\C#N)C(=O)Nc2ccccc2O)cc1	-45	0.0	-1.0	-19
CN1CCN(CCOCCOc2ccc(Br)cc2Cl)CC1	15	-0.1	0.8	49
COc1cccc(OCCOc2ccc(/C=C3/C(=N)N4N=C(c5ccccc5C)SC4=NC3=O)cc2OC)c1	-8	0.0	-0.2	6
Cc1nc(SCCC(=O)O)c2cc(-c3ccccc3)sc2n1	18	0.8	0.0	6
CC(=O)c1ccc(OCc2cc(C(=O)N3CCCCC3CCO)no2)cc1 (configuration not stated)	-32	0.0	-0.1	11
O=S(=O)(Nc1ccc(F)cc1)c1ccc(-n2cccn2)cc1	-10	0.0	0.1	14
Cc1ccc(SCCC(=O)NC2CC3CCC2C3)cc1 (configuration not stated)	-8	-0.1	0.3	15
CSC(N)=NCCC[C@H](N)C(=O)O	7	0.0	-0.2&1.2	4&-3
O=C1CC(c2ccccc2Cl)CC2=C1C(c1ccsc1)Nc1ccccc1N2 (configuration not stated)	3	-0.2	-1.1	-5
COCCNC(=O)c1ccc(NC2=NC3CS(=O)(=O)CC3S2)cc1 (configuration not stated)	6	0.0	-0.3	3
CCCCc1nc(SCC(=O)NC)c2c(=O)n(C)c(=O)n(C)c2n1	4	-0.1	3.6	7
O=C(Cn1ncc2c(=O)oc3ccccc3c21)N1CCCc2ccccc21	3	0.2	2.4	3
NNC(=S)/N=C/c1ccc(Br)cc1	1	0.1	-0.9	15
O=C1c2ccccc2C(=O)N1CCCCN(C(=O)c1ccccc1[N+](=O)[O-])c1ccc(Cl)cc1	1	0.0	-1.7	16
NC(=O)CSc1nc2ccccc2n1CC(=O)NCc1ccccc1	6	0.0	0.0	8
CC(C)C(C(=O)Nc1ccc2c(c1)OCCO2)N1C(=O)c2ccccc2C1=O (configuration not stated)	-17	0.1	-0.5	19
O=[N+]([O-])c1cc(/C=N/N2CCOCC2)ccc1Sc1ncccn1	-34	0.1	-1.5	8
CCc1ccccc1N1C(=O)CN(Cc2ccccc2)C1=S	2	0.2	-0.6	19
Cc1nc(Oc2ccc(F)cc2)c(C(=O)N2CCOCC2)c(C)c1Cl	1	0.0	0.4	-10
Cc1cc(C)c(S(=O)(=O)N2CCOCC2)cc1C	-8	0.7	-1.5	4
CCN(CC)S(=O)(=O)c1ccc(C(=O)Nc2c3c(nn2-c2cc(C)cc(C)c2)CSC3)cc1	6	0.0	1.7	10
CC(Oc1cccc2ccccc12)C(=O)N/N=C/c1cccnc1 (configuration not stated)	-3	-0.1	-0.7	20
CC(C)N(CCNC(=O)c1cccc(Nc2ncccn2)n1)C(C)C	-2	0.0	0.8	4
Cc1cccc(N(C(=O)c2csnn2)C(C(=O)NC(C)(C)C)c2ccncc2)c1C (configuration not stated)	10	0.0	-0.2	1
Cc1ccccc1OCCSc1nc2ccccc2n1CCO	-32	0.2	0.2	8
Cc1cc(C)c2cc3c(N)c(C(=O)N4CCCC4)sc3nc2c1	-1	0.0	0.6	5
COc1cc(-c2cc(N)n(S(=O)(=O)c3ccccc3)n2)cc(OC)c1OC	-1	0.0	-0.9	-5
CCOc1ccc(NC(=O)CCNC(=O)c2cn(-c3cccc(OC)c3)c(=O)c3ccccc23)cc1	3	-0.1	-0.2	12
CCOC(=O)c1c(C)[nH]c(/C=C(\C#N)C(=N)N2CCOCC2)c1O	3	-0.1	2.5	12
O=C(CSc1nc2ccccc2c(=O)n1Cc1ccco1)NCCc1ccccc1	2	0.0	-1.7	-6
CCOc1ccccc1Nc1nnc(SCC(=O)N2CCc3ccccc32)s1	8	-0.1	-0.4	9
COc1ccc(Cc2nn3c(=O)/c(=C\c4ccccc4OC)sc3nc2=O)cc1	-4	0.2	0.0	22
CCOC(=O)CNc1nc(N2CCOCC2)nc(-n2nnc(C(C)=O)c2C)n1	-7	0.1	-0.5	-12
COc1cc2nc(Nc3cccc(N(C)C)c3)nc(Nc3ccc(NC(C)=O)cc3)c2cc1OC	-8	-0.3	-0.2	26
COc1ccc2cc(C3=CC(c4ccc(Br)cc4)n4ncnc4N3)ccc2c1 (configuration not stated)	-9	0.6	-0.5	3
COc1ccc(CNC2CCN(c3ccc(NC(=O)C4CCCC4)cc3)CC2)cc1OC	-5	-0.2	-0.3	-25
CCCCCCN1C(=O)C(CC(=O)Nc2ccc([N+](=O)[O-])cc2)SC1=Nc1ccccc1 (configuration not stated)	7	-0.1	0.9	-3
CN1CCN(c2ccc([N+](=O)[O-])c(N3CCc4ccccc4C3)c2)CC1	-6	-0.2	0.6	11
CCOC(=O)C(=O)Nc1nnc(-c2ccc(F)cc2)s1	0	0.2	0.0	37
N#C/C(=C\c1ccc(-c2ccc(Cl)cc2)o1)C(=O)NCCO	-46	0.2	0.9	-13
COc1cccc(OCC(O)CN2CCC(CN3C(=O)c4cccc5cccc(c45)C3=O)CC2)c1 (configuration not stated)	-1	-0.1	0.4	-3
COc1cc2c(cc1/C=C1/C(=O)NC(=O)N(c3cccc(F)c3)C1=O)OCO2	2	0.0	0.8	11
COc1cc(C(=O)N2CCOCC2)c(Br)c(OC)c1OC	-2	0.0	1.5	-20
CCOC(=O)c1sc(=S)n(CCc2ccccc2)c1N	-5	0.5	-1.1	8
COC(=O)c1cc(-c2c(C)oc3cc(OC(C)=O)ccc3c2=O)c(C)o1	-5	0.0	1.2	-10
Cc1ncc2c(c1CNC(=O)CN1CCCCC1)CCN(C(=O)c1ccccc1)C2	6	-0.1	0.1	7
C=CCN1CCN(C(CC)c2nnnn2Cc2ccc(F)cc2)CC1 (configuration not stated)	4	0.2	-0.1	15
O=C1NC(=O)/C(=C\c2ccc(C(=O)O)cc2)N1	7	-0.1	0.4	-7
N#CC1=C(SCc2cccc3ccccc23)NC(=O)CC1c1ccc(Cl)cc1 (configuration not stated)	-15	0.0	1.8	-10
COC(=O)c1cn(CC(=O)c2cc(C)n(C)c2C)c2ccccc12	-26	-0.1	4.5	1
COc1ccc(-n2nnnc2SCC(=O)NC(C)(C)C)cc1OC	3	0.2	-0.9	19
CCN(CC)Cc1c(C(=O)N/N=C/c2ccc(C)o2)nnn1-c1nonc1N	3	0.0	0.4	3
COc1ccc(CC(NC(C)=O)C(=O)N2CCN(C(=O)Nc3ccc(C#N)cc3)CC2)cc1 (configuration not stated)	-7	0.0	-0.5	-6
O=C(CN1CCN(Cc2ccc(F)cc2)C1=O)NC1CCCC1	-3	0.0	0.1	-5
O=c1oc2ccccc2n1S(=O)(=O)c1ccc([N+](=O)[O-])cc1	-1	-0.2	1.1	-9

Next part:
molecule	TEAD-YAP block	FBW7 act	GPR151 ag	MITF primary
CCC(=O)N=c1n(C)c2ccccc2n1CCOc1ccccc1	9	-0.1	0.6	-6
O=C(Nc1ccc(N2CCOCC2)cc1)c1cccc(-n2ncc3c2CCC(NCc2ccccc2)C3)c1 (configuration not stated)	7	-0.2	-0.4	14
Cc1cccc(NCC(=O)N/N=C\c2ccccc2F)c1	8	1.4	-0.7	19
COc1ccc(/C=C2\N=C(c3ccc(Cl)cc3)N(c3ccccc3Br)C2=O)cc1OC	1	1.1	0.9	-2
CC1CC(N(C(=O)c2ccc3c(c2)OCO3)c2ccccc2)c2ccccc2N1 (configuration not stated)	6	-0.3	-1.2	-2
Nc1c(C(=O)NC2CCCC2)sc2nc(-c3ccncc3)ccc12	-8	-0.5	1.8	5
O=C(N/N=C/c1ccc(F)cc1)c1cc(-c2cccs2)[nH]n1	0	0.4	0.5	9
COc1cc(C(=O)N2CCN(c3ccc(Cl)cc3[N+](=O)[O-])CC2)cc(OC)c1OC	10	0.6	-1.2	14
CCCCC(=O)Nc1ccc(S(=O)(=O)N2CCCCC2c2cccnc2)cc1 (configuration not stated)	-7	0.0	0.9	-4
CC(C)(C)c1ccc(C2SCC(=O)N2c2ccccc2)cc1 (configuration not stated)	4	0.8	-0.8	-1
Cc1sc2ncn(CC(=O)NCC(=O)N3CCCC3)c(=O)c2c1C	3	-0.1	-1.2	2
O=C(NC(c1ccccc1)c1ccccn1)C1CCN(C(=O)C2CC2)CC1 (configuration not stated)	1	0.3	-0.9	3

Filtered by structure: those above with a tert-butyl group.
molecule	TEAD-YAP block	FBW7 act	GPR151 ag	MITF primary
Cc1cccc(N(C(=O)c2csnn2)C(C(=O)NC(C)(C)C)c2ccncc2)c1C (configuration not stated)	10	0.0	-0.2	1
COc1ccc(-n2nnnc2SCC(=O)NC(C)(C)C)cc1OC	3	0.2	-0.9	19
CC(C)(C)c1ccc(C2SCC(=O)N2c2ccccc2)cc1 (configuration not stated)	4	0.8	-0.8	-1

Continuation:
molecule	TEAD-YAP block	FBW7 act	GPR151 ag	MITF primary
COc1ccc(C(=O)Nc2nnc(C)s2)cc1	-44	0.0	-1.0	-9
Cc1ccc(S(=O)(=O)CCC(=O)Nc2ccc3c(c2)OCO3)cc1	5	-0.1	0.9	-5
Cc1nc(N2CCN(c3ccccn3)CC2)c2c(C)c(C(=O)Nc3cc(C)on3)sc2n1	-4	-0.3	-0.1	13
CC1=C(C(=O)OC2CCCCC2)C(c2ccc(C)s2)C2=C(CCCC2=O)N1 (configuration not stated)	-1	0.2	-0.2	0
CCCC(=O)C1=C(c2ccccc2)N(C(=O)CCC)n2cnnc2S1	12	-1.2	-1.6	14
O=C(OCc1ccc(Cl)cc1)c1cccnc1Cl	3	0.0	3.2	-5
COc1ccc(C(=O)COC(=O)c2ccc(NC(=O)c3ccc([N+](=O)[O-])cc3)cc2)cc1	3	0.1	-0.9	5
COc1ccc(-c2nccc(NCc3cccc(C(F)(F)F)c3)n2)cc1	-38	0.1	-1.1	8
O=C(O)CCNc1cc2ccccc2cc1C(=O)O	-4	0.1	-1.1	-2
COc1cccc(-c2cc3c(c(N)c2C#N)c(=O)oc2ccccc23)c1	0	0.1	-0.5	2
COc1ccccc1C(=O)N/C(=C\c1ccc([N+](=O)[O-])cc1)C(=O)Nc1ccc(C)c(F)c1	5	0.0	1.4	5
CSc1nnc(NC(=O)C2CC2)s1	7	0.1	-1.0	-9
CC(NC(=O)c1ccc(N2CCC(N3CCN(CCO)CC3)CC2)cc1)c1ccccc1 (configuration not stated)	3	0.0	0.8	5
COC(CNC(=O)c1sc2nc(-c3ccccc3)cn2c1C)OC	-31	-0.1	-0.5	-3
CSc1cccc(CN2CCN3C(=O)[C@H](C)NC(=O)[C@H]3C2)c1	7	0.1	0.7	16
Cc1ccc(N=C2NC(=O)/C(=C/c3ccccc3)S2)cc1	-4	-0.2	0.8	-2
CCOC(=O)Cn1c2ccccc2c2nc3ccccc3nc21	-13	-0.1	-1.2	-3
COCCNS(=O)(=O)c1cccc(C(=O)Nc2ccccc2[N+](=O)[O-])c1	-3	0.0	-0.4	16
COc1ccc(C2=NS(=O)(=O)N(C)C(C(=O)N3CCN(C(=O)C(C)(C)C)CC3)=C2)cc1	12	0.4	0.4	10
COc1cc(OC)c(OC)cc1/C=C/C(=O)c1cccc([N+](=O)[O-])c1	-9	-0.1	0.6	-1
O=C(Nc1cc(C(F)(F)F)ccc1N1CCOCC1)c1cncc(Br)c1	4	-0.2	4.0	3
Cc1onc(-c2ccccc2Cl)c1C(=O)Oc1cccc2cccnc12	4	-0.1	-0.4	3
COC(=O)c1sc2ccccc2c1NC(=O)c1ccc(Br)s1	-8	0.2	-1.4	3
CCOC(=O)C1=CN(Cc2ccc(Cl)cc2)C=C(C(=O)OCC)C1c1ccccc1OC(C)C	-2	-0.1	-0.9	8
O=C1OC(NCc2cccnc2)(c2ccccc2)c2ccccc21 (configuration not stated)	4	0.0	0.0	8
O=C(CSc1nc2ccccc2c(=O)n1Cc1cccs1)c1ccccc1	-3	-0.2	-0.6	8
COc1cc(NC(=O)c2csc(-c3ccc(C(=O)N4CCN(C)CC4)cc3)n2)cc(OC)c1OC	15	0.2	-1.1	13
Cc1nc(-c2coc3c(C)c(O)ccc3c2=O)cs1	-19	0.0	-6.1	5
COc1ccc(C=NC2CCS(=O)(=O)C2)cc1 (configuration not stated)	-8	0.1	0.3	14
CC(=O)N1CCN(Cc2ccc3c(c2)CN(Cc2cc4ccccc4o2)CCO3)CC1	18	0.1	-1.0	4
CC(C)c1ccc(N(C(=O)C2CCCC2)C2C=CS(=O)(=O)C2)cc1 (configuration not stated)	1	0.0	1.0	-10

Profiles, looked up by structure:
O=C(CSc1nc2ccccc2c(=O)n1Cc1cccs1)c1ccccc1 as listed: TEAD-YAP block = -3; FBW7 act = -0.2; GPR151 ag = -0.6; MITF primary = 8
Cc1nc(-c2coc3c(C)c(O)ccc3c2=O)cs1 as listed: TEAD-YAP block = -19; FBW7 act = 0.0; GPR151 ag = -6.1; MITF primary = 5
